Assay outcomes deposited in PubChem by several laboratories.
ABHD4 inh = inhibits mouse alpha/beta hydrolase domain 4; Q8VD66; purified mABHD4, FP-Rh probe fluorescence polarization; inhibition, % at 8.92 µM; actives 0.54% (n = 370,000); AID 720543;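 active = inhibition exceeding the mean over every tested compound plus 3 SD, cut at about 30% in these data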;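 note: 0% = plate median of compound wells and 100% = S159A mutant with DMSO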
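Assay system: wild-type mouse ABHD4 protein; compound: single nominal dose of 8.92 µM, 0.89% DMSO final; schedule: 45 min + 60 min at 25 °C; measured by: FP readout, ex 525 nm / em 598 nm; evaluation: % inhibition of FP-Rh probe binding versus controls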
PG9 Ab binder = small molecules binding HIV-1 gp120 antibody PG9. TR-FRET gp120-PG9 antibody binding. inhibition, % at 6.7 µM. actives 0.43% (n = 360,000); in the data active = inhibition above about 8.5%
rCAG binder = r(CAG) repeat RNA binding | actives 1.3% (n = 370,000) | TO-PRO-1 dye displacement fluorescence | AID 651821 | inhibition, % at 3 µM;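 active = inhibition above the plate cutoff, the mean of all test compounds on that plate plus 3 SD, cut at about 35% in these data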;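 note: 0% = DMSO alone and 100% = 100 µM mitoxantrone as full dye displacement; higher means more dye released from RNA so lower well fluorescence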
TCR-CD3 inh = human TCR-CD3 binding inhibition; AID 651800; actives 0.37% (n = 360,000); inhibition, % at 9.4 µM; TAMRA-labeled TCR probe fluorescence, biochemical; in the data active = inhibition above about 19%;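 note: recombinant mutant TCR 2C K166C tagged with TAMRA read by polarization; 0% = receptor in buffer alone and 100% = receptor with positive control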
PRMT1 inh = inhibitors of human PRMT1. Q99873. inhibition, % at 2.79 µM. actives 1.3% (n = 370,000). recombinant PRMT1, activity-based probe fluorescence polarization. AID 652257;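 active = inhibition above about 21% made by adding two undisclosed values, limit read from the data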
NR1D1 modulator = modulators of human Rev-erb alpha DNA binding | P20393 | Rev-erbα–FITC-DNA binding, fluorescence polarization, 90 min | activity, % at 10 µM | actives 0.79% (n = 370,000) | AID 1259318;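 active = activity above about 14%, limit read from the data; passing the limit was not always enough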;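 note: 0% = DMSO wells with 35 nM protein and 100% = DMSO wells with 750 nM protein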
Target sequence (P20393 whole entry, looked up): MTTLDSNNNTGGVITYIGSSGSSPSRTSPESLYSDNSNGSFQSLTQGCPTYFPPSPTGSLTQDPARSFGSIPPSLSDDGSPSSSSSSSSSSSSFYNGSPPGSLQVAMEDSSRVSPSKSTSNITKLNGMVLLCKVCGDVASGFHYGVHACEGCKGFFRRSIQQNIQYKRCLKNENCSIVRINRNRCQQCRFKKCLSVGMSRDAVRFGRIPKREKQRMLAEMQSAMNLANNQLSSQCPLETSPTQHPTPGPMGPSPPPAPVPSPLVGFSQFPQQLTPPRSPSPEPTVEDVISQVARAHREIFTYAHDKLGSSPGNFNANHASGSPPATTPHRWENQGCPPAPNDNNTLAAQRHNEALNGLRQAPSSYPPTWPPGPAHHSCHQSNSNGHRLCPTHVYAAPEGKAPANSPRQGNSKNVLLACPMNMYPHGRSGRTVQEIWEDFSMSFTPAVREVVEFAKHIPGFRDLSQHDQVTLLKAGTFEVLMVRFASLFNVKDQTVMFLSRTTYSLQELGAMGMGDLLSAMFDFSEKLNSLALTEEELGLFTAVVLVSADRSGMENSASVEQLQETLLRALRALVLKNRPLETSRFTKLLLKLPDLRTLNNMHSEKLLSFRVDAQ
TDP2 absorb = blocks human TDP2 phosphodiesterase activity; actives 0.34% (n = 370,000); inhibition, % at 12.8 µM; AID 720702; recombinant TDP2, T5PNP hydrolysis, p-nitrophenol absorbance 415 nm;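 active = inhibition above the mean of all tested compounds plus 3 SD, set per campaign, cut at about 25% in these data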;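 note: 0% = DMSO with enzyme and 100% = buffer with substrate but no TDP2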
Target sequence (O95551 whole entry, looked up): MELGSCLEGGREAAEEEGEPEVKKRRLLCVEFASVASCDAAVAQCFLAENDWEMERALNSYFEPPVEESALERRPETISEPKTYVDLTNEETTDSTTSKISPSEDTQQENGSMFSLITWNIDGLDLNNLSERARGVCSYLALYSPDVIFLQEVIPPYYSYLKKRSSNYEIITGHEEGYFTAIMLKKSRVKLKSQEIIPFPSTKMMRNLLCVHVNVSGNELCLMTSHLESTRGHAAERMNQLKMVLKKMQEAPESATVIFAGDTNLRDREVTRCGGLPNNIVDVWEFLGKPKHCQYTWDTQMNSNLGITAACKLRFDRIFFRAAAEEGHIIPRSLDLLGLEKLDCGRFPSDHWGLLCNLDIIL
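test system = human TDP2 enzyme | input = TDP2 enzyme at 120 nM final | medium = 50 mM Tris-HCl pH 7.5 with Mg2+, KCl, DTT, BSA | also added = T5PNP substrate, 5 mM | times = 2 h at 37 °C | technique = epi absorbance | benchmarks = high control without enzyme, low control DMSO plus TDP2 | replication = each compound tested once, singlicate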
HTRA1 inh = blocks human HTRA1 serine peptidase; Q92743; recombinant HTRA1, FP-rhodamine activity-based probe, fluorescence polarization; inhibition, % at 5.96 µM; actives 0.5% (n = 340,000); AID 504803; in the data active = inhibition above about 36%;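 note: 0% = enzyme with DMSO and 100% = wells lacking enzyme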
SIAE primary = blocks human sialic acid acetylesterase; Q9HAT2; SIAE FP-Rh probe binding, fluorescence polarization; inhibition, % at 9.66 µM; actives 0.69% (n = 370,000); AID 1053197;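 active = inhibition above a cutoff: mean of compounds within the control limits plus 3 SD of those, cut at about 17% in these data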;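 note: 0% = plate median of compound wells and 100% = probe without SIAE protein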
LEDGF integ inh = blocks HIV-1 LEDGF/p75-dependent DNA integration | TR-FRET IN-LEDGF/p75 DNA integration, Eu/Cy5 | inhibition, % at 3.7 µM | actives 0.64% (n = 370,000) | AID 743269;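 active = inhibition above the screen-wide mean plus 3 SD, cut at about 13% in these data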;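 note: signal is the Cy5 over europium emission ratio at 671 and 618 nm; 0% = plate median of compound wells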
The depositor's hits bear a star; . = not tested or not shown. These rows are one share of the data; rates above refer to the full screens.

SMILES | ABHD4 inh | PG9 Ab binder | rCAG binder | TCR-CD3 inh | PRMT1 inh | NR1D1 modulator | TDP2 absorb | HTRA1 inh | SIAE primary | LEDGF integ inh
CCSc1nc2c(c(=O)[nH]c(=O)n2C)n1C/C=C(/C)Cl | -1.5 | -4.0 | -2.1 | -2.8 | -0.5 | -3.6 | -3.6 | 9.1 | -1.4 | 3.9
O=C(O)CSc1nnnn1-c1ccc2c(c1)OCCO2 | 3.7 | 0.9 | -1.1 | -0.5 | -1.3 | -4.8 | 8.4 | 0.6 | -3.9 | 0.6
Cc1cccc(Cc2ccc(Cl)nn2)c1 | 0.0 | 0.2 | -2.0 | -0.3 | 1.8 | 5.3 | -8.1 | 5.7 | -1.2 | -1.3
Cc1ccc(OCc2cc(C(=O)N(C)Cc3nccn3C)no2)cc1C | -0.2 | -0.4 | -3.4 | 4.5 | -2.1 | -1.9 | 5.2 | 2.4 | 10.9 | 0.1
CCOc1c(CNCCNC(=O)c2nonc2N)cccc1OC | -1.3 | -0.8 | -5.7 | -5.2 | 0.4 | 0.8 | -6.5 | -0.7 | -0.2 | -4.2
CNC(=O)CN1C(=O)NC(Cc2c[nH]c3ccccc23)C1=O (stereo not given) | -5.1 | 0.7 | 1.1 | -0.9 | -3.1 | 4.5 | -22.1 | 1.2 | -1.9 | 5.6
Nc1c(Br)cc(Br)c2c1C(=O)c1c(cccc1S(=O)(=O)O)C2=O | 26.9 | -2.3 | 42.8* | 8.0 | 6.4 | -6.2 | -0.1 | 2.1 | -12.2 | 2.7
CCCCCC1(C)NC(=S)N(c2ccccc2)N1 (stereo not given) | 8.0 | -1.2 | 0.4 | -4.4 | 10.1 | -1.6 | -10.9 | -3.3 | 7.1 | -6.4
O=C(CCCCn1c(=S)[nH]c2ccsc2c1=O)NCc1ccco1 | -0.8 | 1.1 | 0.6 | -0.6 | 8.8 | -4.8 | 6.1 | 5.7 | 0.5 | -3.5
CC(C)NC(=O)N[C@H]1C[C@@H]2O[C@H](CO)CC[C@@H]2O[C@@H]1CCc1ccc(-c2ccccc2F)cc1 | 2.4 | . | 3.0 | . | 2.9 | 5.2 | -1.5 | . | -3.3 | -0.5
Cc1cccc(C2N(c3nccs3)C(=O)C3CCCN32)c1 (stereo not given) | 1.4 | -0.9 | 9.8 | 5.5 | 5.9 | -4.8 | -8.5 | -2.8 | 0.5 | -0.9
CCN(C[C@H]1N[C@@](CC)(C(=O)OC)[C@H]2C(=O)N(Cc3ccccc3)C(=O)[C@@H]12)C(=O)Nc1ccc(C)cc1 | -5.5 | 0.3 | 1.0 | 1.1 | 1.1 | -3.1 | 5.4 | 6.8 | 3.4 | 2.4
Cc1ccccc1NS(=O)(=O)c1nnc(NC(=O)c2ccc(Cl)cc2)s1 | -11.0 | -0.5 | 15.6 | 2.2 | -0.7 | -0.8 | -7.5 | -4.7 | -6.8 | 5.6
O=C(O)Cn1c(SCc2ccccc2)nc2ccccc21 | 8.6 | 0.6 | -0.8 | 4.2 | -2.0 | -2.8 | 4.5 | 6.0 | 0.5 | -0.6
CCNC(=O)CC1C(=O)N(c2ccc(C)cc2)C(=O)N1Cc1ccccn1 (stereo not given) | 5.5 | -0.5 | -4.7 | 6.5 | -0.9 | 0.0 | 17.2 | 5.0 | 2.1 | 2.0
Cc1ccc(NC(=O)CCn2c(=O)oc3ccccc32)c(C)c1 | 3.5 | 4.1 | -2.2 | 4.3 | -3.5 | 4.0 | 0.9 | 7.5 | 0.1 | 2.9
COc1ccc(CNC(=O)c2c(O)c3cccc4c3n(c2=O)CCC4)cc1OC | -2.4 | 1.6 | 2.0 | 3.9 | -4.1 | 9.1 | -3.4 | -1.9 | 2.5 | -8.6
COC(=O)c1ccc(/C=C2/SC(=S)N(CCCC(=O)Nc3ccc(O)cc3)C2=O)cc1 | -16.0 | 1.6 | 13.2 | -5.8 | 9.7 | -1.9 | -11.0 | 1.0 | 1.9 | -3.2
CCc1nc2ccc(C(=O)NCCN3CCNC3=O)cn2c1N(C)CCC(C)C | -2.3 | -2.2 | -0.5 | 6.4 | -3.7 | 1.3 | 1.8 | . | 7.5 | 3.9
COc1ccccc1/C=C/C=C1\Oc2c(ccc(O)c2CN(C)C)C1=O | 2.3 | -9.3 | -154.8 | -8.2 | 27.5* | 1.3 | -8.6 | 6.2 | -7.2 | -5.9
CCOc1cc(CNc2ccc3c(c2)OCCO3)cc(Br)c1OCC | -2.9 | -0.1 | -0.2 | 6.8 | 2.4 | -5.0 | 2.8 | 4.3 | 6.0 | 1.9
CC1CCN(S(=O)(=O)c2cn(CC(=O)Nc3ccc(OC(F)(F)F)cc3)cn2)CC1 | 7.0 | -0.1 | -1.8 | -3.2 | -1.4 | -2.3 | 9.5 | 6.2 | -1.5 | -1.5
CCOC(=O)N1CCN(S(=O)(=O)c2ccc(F)cc2)CC1 | -2.8 | 1.5 | -7.8 | -1.4 | 3.0 | 0.6 | -13.4 | -4.4 | -3.1 | -2.5
COc1ccc(S(=O)(=O)Nc2ccc(N3CCOCC3)cc2)cc1Br | -0.8 | -0.4 | 6.2 | 5.7 | 1.1 | -5.5 | 0.6 | -6.0 | 2.6 | 0.9
CCCCOc1ccc(-n2nc(C)cc2C)nn1 | -2.6 | 0.2 | 0.4 | 7.0 | -3.2 | . | -0.6 | -1.8 | -0.1 | 2.9
O=C(COC(=O)/C=C/c1cccc([N+](=O)[O-])c1)NCC1CCCO1 (stereo not given) | -2.4 | -0.4 | -3.9 | -5.1 | 7.1 | 0.7 | -4.7 | 1.4 | -5.8 | 1.5
CCOc1cc(C(=O)Nc2ccc(N3CCN(S(C)(=O)=O)CC3)cc2)cc(OCC)c1OCC | 7.5 | 0.4 | -4.0 | -2.4 | -3.0 | -1.4 | 9.4 | -0.3 | 2.1 | 0.3
COc1cc2[nH]c(=S)n(C3CC3)c(=O)c2cc1OC | 1.1 | 0.5 | -2.0 | -4.4 | 5.3 | -2.7 | 4.8 | 6.1 | -1.8 | -3.0
CN1CCN(S(=O)(=O)c2ccc(Nc3ccc(F)cc3)c([N+](=O)[O-])c2)CC1 | -6.3 | 0.9 | -4.4 | -4.5 | 1.2 | 1.2 | -10.4 | -7.0 | 3.6 | -5.8
CCCNC(=O)c1ccccc1NC(=O)Cc1ccc(OC)c(S(=O)(=O)N2CCOCC2)c1 | 1.4 | -1.0 | -2.3 | -5.9 | -0.5 | 7.6 | -8.9 | -2.4 | -3.8 | -6.2

Arranged by molar mass (smallest number first): part of the list above
SMILES | ABHD4 inh | PG9 Ab binder | rCAG binder | TCR-CD3 inh | PRMT1 inh | NR1D1 modulator | TDP2 absorb | HTRA1 inh | SIAE primary | LEDGF integ inh
Cc1ccc(NC(=O)CCn2c(=O)oc3ccccc32)c(C)c1 | 3.5 | 4.1 | -2.2 | 4.3 | -3.5 | 4.0 | 0.9 | 7.5 | 0.1 | 2.9
CCc1nc2ccc(C(=O)NCCN3CCNC3=O)cn2c1N(C)CCC(C)C | -2.3 | -2.2 | -0.5 | 6.4 | -3.7 | 1.3 | 1.8 | . | 7.5 | 3.9
COc1ccc(S(=O)(=O)Nc2ccc(N3CCOCC3)cc2)cc1Br | -0.8 | -0.4 | 6.2 | 5.7 | 1.1 | -5.5 | 0.6 | -6.0 | 2.6 | 0.9

Remaining list, next part.
SMILES | ABHD4 inh | PG9 Ab binder | rCAG binder | TCR-CD3 inh | PRMT1 inh | NR1D1 modulator | TDP2 absorb | HTRA1 inh | SIAE primary | LEDGF integ inh
Cc1ccc(Cn2nnc3c2-c2ccccc2S(=O)(=O)N(C2CC2)C3)cc1 | -1.7 | . | -0.1 | . | 0.9 | -3.3 | 0.5 | . | -3.1 | 3.2
Cc1cc(=O)[nH]c(SCc2csc(-c3ccccc3)n2)n1 | -6.9 | 2.8 | 2.4 | 2.6 | -3.6 | 2.0 | -1.3 | -3.2 | 6.2 | -0.6
O=C(NCCCn1ccnc1)Nc1ccc2c(c1)OCO2 | -4.5 | -2.5 | -0.8 | 2.9 | -2.3 | -1.8 | 1.9 | 2.0 | -0.1 | 1.3
O=C(Cn1nc(-c2cccc(Cl)c2)ccc1=O)NCC1COCCO1 (stereo not given) | 0.7 | -1.3 | -3.5 | -4.4 | -5.9 | -3.0 | 3.0 | 5.0 | -2.3 | 0.7
C/C(=N/Oc1nc(C)cc(C)n1)c1ccc(Br)cc1 | -4.8 | 0.8 | -7.2 | -0.3 | 2.9 | -2.3 | 3.3 | -3.8 | 1.9 | 0.1
O=C(NNC(=O)c1cc(-c2ccncc2)nc2ccccc12)c1cccc(Cl)c1 | -2.6 | -0.3 | 5.5 | -2.7 | -2.1 | -3.4 | -1.0 | -8.1 | -3.6 | 0.2
O=C(NC1CCSC1=O)c1cccc(Cl)c1 (stereo not given) | -0.2 | 0.0 | -0.2 | 5.4 | -2.7 | -4.5 | 13.1 | 7.0 | -1.2 | 2.4
CC(C)CC(COCc1ccc(C(F)(F)F)cc1)N1CCN(C(=O)c2ccc(C(F)(F)F)cc2)CCC1=O (stereo not given) | -9.8 | -0.3 | 0.2 | -7.8 | 3.2 | 1.2 | -9.3 | -27.5 | 9.2 | -1.9
O=C(CC1C(=O)NCCN1Cc1cccc(Oc2ccccc2)c1)NCCc1cnccn1 (stereo not given) | 3.8 | -0.6 | -4.1 | -10.2 | 6.6 | 4.0 | -3.0 | -3.3 | 2.5 | -2.8
COc1ccc2c(c1OC)C(=O)N(c1cccc(C(F)(F)F)c1)C2 | -9.8 | -2.7 | -2.7 | 0.1 | 0.0 | 3.1 | 6.2 | -7.2 | -1.9 | -2.3
COc1ccccc1CCNC(=O)C1CCC(=O)N(Cc2ccccc2OC)C1 (stereo not given) | -0.6 | -0.4 | -7.2 | 1.8 | 0.2 | -3.7 | -6.4 | 10.5 | -6.2 | -3.7
Cc1cc2c3c(c1C)C1(C(=O)N3C(C)(C)CC2C)C(C#N)=C(N)Oc2cc(O)ccc21 (stereo not given) | -18.0 | -0.4 | -3.7 | 3.2 | -2.3 | 1.1 | -1.3 | -27.1 | -5.4 | -3.9
C#CCNC(=O)C1=C[C@H](C)[C@@H](CCCO)[C@H](OCC)O1 | 4.0 | -0.6 | -2.8 | 6.7 | -1.8 | -6.5 | 10.6 | -2.1 | -2.2 | -0.7
CCCCOc1ccc(-c2nnc(-c3cc[n+](C)cc3)o2)cc1 | -6.7 | -0.6 | 10.4 | -5.0 | -1.2 | -5.8 | -13.1 | -1.2 | -0.3 | 7.5
COc1ccc(/C(C)=N/NC(=O)OC(C)(C)C)cc1[N+](=O)[O-] | -14.7 | -1.8 | -4.8 | -3.3 | 6.9 | 2.8 | -14.7 | 2.6 | -5.1 | -2.2
C/C(=N\NC(=O)CC(C)C)c1ccc(N2CCCCC2)cc1 | -0.4 | 1.3 | -3.6 | -9.6 | 1.4 | 1.6 | -10.9 | -0.9 | 1.5 | 1.8
O=C1NC(Cc2ccccc2)c2nc3cc(Cl)ccc3c(=O)n2-c2ncccc21 (stereo not given) | -8.8 | 1.6 | 3.7 | 1.4 | -2.2 | -5.2 | 2.6 | -8.1 | 1.3 | -2.4
